Epigenetic derep = Quantitative High-Throughput Screen for Regulators of Epigenetic Control; murine LDR cells, GFP reporter derepression, 30 h; Potency, µM (series often up to 53.9 µM), for the others: top-dose GFP activation, actives largely listed as activators; hit rate 0.2% among 280,000; AID 1865, 2009; active = well fitted activation curve with a large enough effect; inconclusive = small, poorly fitted or top-dose-only effect; note: % of control where 0% means no effect; nearly all actives have a fitted effect of over 60% in size
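GFP-positive cell count by laser-scanning cytometry (objects 20–120 um) after 30 h, 37 C compound exposure of murine LDR cells; reporter is CMV-GFP integrated at a silenced locus, inducible by HDAC or DNMT inhibitors.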
The depositor's hits bear a star; ? = inconclusive. Potency is the fitted concentration of half-maximal effect.

| Epigenetic derep | SMILES |
| --- | --- |
| 0.0% | CCN1CCSc2ccc(C(=O)NCc3cccc(Br)c3)cc21 |
| -1.5% | O=c1c(NCc2cccs2)nccn1-c1ccccc1 |
| 2.4% | COc1ccc(Nc2c(-c3ccccn3)nc3ccc(Cl)cn23)cc1 |
| -0.1% | COc1ccc(-c2nc(S(=O)(=O)c3ccc(Cl)cc3)c(N3CCCCCC3)o2)cc1 |
| -1.7% | Cc1c(Cl)cccc1NC(=O)c1cc2sccc2n1Cc1ccc(F)cc1 |
| -0.7% | COc1ccc(Cl)cc1NC(=O)CCn1c(=O)oc2ccccc21 |
| -3.0% | COc1ccc(CCn2cc3c(c2-c2ccccc2Br)c(=O)n(C)c(=O)n3C)cc1OC |
| 4.6% | COc1ccc(-c2onc(C)c2C)cc1S(=O)(=O)Nc1cc(Cl)ccc1C |
| 0.0% | COc1ccc(NC(=O)CN2C(=O)CC(c3ccco3)Sc3ccccc32)cc1OC (stereo unspecified) |
| 0.0% | CCCCCn1c(=O)[nH]c2cc(C(=O)N3CCN(c4ccc(OC)cc4)CC3)ccc2c1=O |
| -3.9% | Cc1ccc(OCC(=O)N(Cc2ccco2)Cc2ccco2)cc1C |
| -0.3% | COc1ccc(N2CCN(C(=O)C3CCN(Cc4nc(-c5ccc(Cl)cc5)oc4C)CC3)CC2)cc1 |
| -3.7% | COC(=O)c1c(SCC(=O)Nc2cc(OC)cc(OC)c2)[nH]c2ccc(C)cc2c1=O |
| 0.0% | Cc1ccc(N2C(=O)CC(c3ccccc3F)C3=C2COC3=O)cc1Cl (stereo unspecified) |
| -1.6% | CCc1cccc(NC(=O)c2ccc(NC(=O)N3CCSc4ncccc43)cc2)c1 |
| -1.1% | O=S(=O)(c1ccc(-c2csc(=Nc3ccc(F)cc3)n2CCCCCCO)cc1)N1CCCC1 |
| -1.1% | Cc1ccc(CNCc2ccccc2)s1 |
| 1.1% | Cc1ccc2oc(C(=O)Nc3c(C(=O)Nc4cccc(Cl)c4)oc4ccccc34)cc(=O)c2c1 |
| -3.6% | CCc1cccc(-n2nnc(-c3nc(-c4ccc5c(c4)OCO5)no3)c2C)c1 |
| ? | O=C(Nc1cc(-c2nc3ccccc3o2)ccc1Cl)c1ccc(Br)o1 |

Additional results:
| Epigenetic derep | SMILES |
| --- | --- |
| 0.0% | Cc1ccc(-c2nnc(Nc3ccccc3O)c3ccccc23)cc1 |
| -1.0% | O=S(=O)(Nc1ccc(C(F)(F)F)cc1)c1ccc2c(c1)OCCO2 |
| 0.8% | CC(=O)N1CCc2c(sc3c2c(=O)n(Cc2ccccc2)c(=O)n3CC(=O)Nc2ccc(C)c(F)c2)C1 |
| 4.0% | Cc1ccccc1OCC(=O)Nc1ccc2oc(-c3ccc(F)cc3)nc2c1 |
| 0.0% | Cc1cc(C)c(OCCOCCn2c(-c3ccc(Cl)cc3)nc3ccccc3c2=O)c(C)c1 |
| -3.5% | CCOc1ccc(NC(=O)c2nnn(-c3ccc(F)c(Cl)c3)c2C)cc1 |
| 5.6% | CCc1ccc(S(=O)(=O)c2nnn3c2nc(Nc2ccc(C)c(Cl)c2)c2sccc23)cc1 |
| 0.7% | O=C(Cn1c(=O)n(-c2ccc(Cl)cc2)c(=O)c2sc3ccccc3c21)NC1CCCCC1 |
| -0.5% | O=C1C(Nc2ccccc2)=CC(c2ccc(Br)cc2)N1c1ccccc1 (stereo unspecified) |
| 1.7% | COc1ccc(NC(=O)C2CCC(CNS(=O)(=O)c3ccc(Br)s3)CC2)c(OC)c1 (stereo unspecified) |
| -0.4% | Cc1ccccc1Nc1c(-c2ccc(N3CCOCC3)cc2)nc2ccccn12 |
| 0.0% | CC1CCc2c(sc3nnn(CC(=O)Nc4c(C(C)C)cccc4C(C)C)c(=O)c23)C1 (stereo unspecified) |
| 0.0% | COc1cccc2cc(C(=O)Nc3ccc(CC(=O)O)cc3)c(=O)oc12 |
| -1.9% | COc1ccc(-c2cc(C(=O)Oc3ccc(Br)cc3)c3ccccc3n2)cc1 |
| 7.9% | COc1ccc(C)cc1NC(=O)C1CCN(S(=O)(=O)c2cc(Br)cc3c2N(C(C)=O)CC3)CC1 |
| -0.1% | Cc1scc(CN2CCN(c3ccccc3F)CC2)c1C |
| 5.7% | Cc1ccc(CNc2nc3ccc(C)cc3n3nnnc23)cc1 |
| -1.1% | COc1ccc(NC(=O)Nc2cc(-c3cn4cccnc4n3)ccc2C)cc1 |
| 1.0% | COc1ccc(NC(=O)CSc2nc(-c3ccco3)cc(C(F)(F)F)n2)cc1Cl |
| 3.2% | COc1ccc(-c2noc(-c3ccc(NCc4ccco4)c([N+](=O)[O-])c3)n2)cc1 |

Next section.
| Epigenetic derep | SMILES |
| --- | --- |
| 3.1% | COc1ccc(NC(=O)Cn2cc(S(=O)(=O)N3CCC(C)CC3)c3ccccc3c2=O)cc1Cl |
| -0.3% | Oc1cccc(Nc2nc(-c3ccccc3)nc3ccccc23)c1 |
| -1.9% | Cc1cc(C)c2c(CC(=O)Nc3ccc(S(=O)(=O)Nc4nc(C)cc(C)n4)cc3)coc2c1 |
| 3.8% | COC(=O)c1ccc(NC(=O)N2CCc3c([nH]c4ccccc34)C2c2ccc(C)cc2)cc1 (stereo unspecified) |
| 0.0% | Cc1ccc(NC(=O)Cn2c(=O)n(CCC(C)C)c(=O)c3cccnc32)cc1C |
| -3.3% | COc1ccc(CCNC(=O)c2ccc3c(c2)CCN3S(=O)(=O)c2ccccc2)cc1OC |
| -1.6% | COc1cccc(-n2c(=O)c3sc4ccccc4c3n(CC(=O)Nc3cccc(Cl)c3)c2=O)c1 |
| -2.6% | Cc1ccc(C)c(Cn2nc(-c3cc(C)ccc3C)ccc2=O)c1 |
| 2.9% | CCN(Cc1ccccc1)C(=O)Cn1ncc2c(=O)oc3ccc(C)cc3c21 |
| -1.3% | COc1cc2c(=O)c(S(=O)(=O)c3ccc(F)cc3)cn(Cc3ccccc3C)c2cc1OC |
| 5.4% | COc1ccc(C(=O)Nc2cc(C(C)C)c(O)c(S(=O)(=O)c3ccc(Cl)cc3)c2C)cc1 |
| ? | CCN(Cc1ccc(OC)cc1)c1ccc(-c2nc(-c3ccncc3)no2)cc1[N+](=O)[O-] |
| -1.0% | CCCSc1ncc(Cl)c(C(=O)Nc2ccc(S(=O)(=O)N3CCC(C)CC3)cc2)n1 |
| 1.0% | COc1ccc(CNc2nc(-c3ccccc3)nn2C(=O)c2ccccc2OC)cc1 |
| -3.5% | CC(=O)N1CCCC1c1nc2ccccc2n1Cc1ccccc1F (stereo unspecified) |
| 3.5% | CCOc1ccccc1NC(=O)C(Cc1ccccc1)NS(=O)(=O)c1ccc(Br)s1 (stereo unspecified) |
| 0.8% | COc1ccccc1CCNC(=O)Cc1c(C)c2cc(Cl)c(O)cc2oc1=O |
| -3.2% | Cc1ccc(C)c(Cn2c3ccccc3c3cnn(CC(=O)NCCc4ccccc4)c(=O)c32)c1 |
| -2.3% | Cc1oc(-c2ccccc2F)nc1CS(=O)(=O)CC(=O)N1CCN(c2ccc(Cl)cc2)CC1 |
| 1.9% | CCOc1ccc(NC(=O)Cn2c(=O)n(Cc3ccc(C(=O)NCc4ccc5c(c4)OCO5)cc3)c(=O)c3ccccc32)cc1 |

The listing continues.
| Epigenetic derep | SMILES |
| --- | --- |
| 15.0% | Cc1cccc(Cn2c(=O)n(CCCCC(=O)NCc3ccc4c(c3)OCO4)c(=O)c3ccccc32)c1 |
| -1.8% | CCc1cc(C(=O)NC(C)c2ccccc2)no1 (stereo unspecified) |
| -1.0% | CC(=O)c1ccc(NC(=O)/C=C/c2ccc(C)o2)cc1 |
| -6.6% | COc1cccc(CNC(=O)c2ccc3c(c2)nnn3C2CCCC2)c1 |
| -2.2% | COc1ccc2c(CNCc3ccco3)c(C(=O)O)n(Cc3cccc(F)c3)c2c1 |
| -3.1% | CC(=O)c1ccc(NS(=O)(=O)c2cccc(S(=O)(=O)c3ccc(Cl)cc3)c2)cc1 |
| -2.0% | O=C(OCC1CCCO1)c1ccc2c(c1)N(Cc1ccccc1)C(=O)c1ccccc1S2(=O)=O (stereo unspecified) |
| -1.0% | COc1ccc(Nc2ncc(C(=O)Nc3cccc(Cl)c3)c3ccccc23)cc1 |
| -5.3% | Cc1cc(N2CCN(c3cccc(C)c3C)CC2)n2nc(C)c(-c3ccc(Cl)cc3)c2n1 |
| -1.6% | COc1ccc(S(=O)(=O)N(CCc2ccccc2)CC(=O)Nc2cccc(OC)c2)cc1 |
| -3.1% | CCN(C(=O)Cn1nc(Cc2cccnc2)c2ccccc2c1=O)c1ccccc1F |
| -1.0% | CCCOc1ccc(C(=O)N(Cc2ccccc2Cl)C2CCS(=O)(=O)C2)cc1 (stereo unspecified) |
| 0.4% | CCC(C)Cn1c(/C=C/c2ccccc2)nc2ccccc21 (stereo unspecified) |
| 6.2% | COc1ccc(-c2cc(C(F)(F)F)nc(NCc3ccccc3)n2)cc1OC |
| 1.4% | CC(C)CCN1C(=O)c2ccccc2CC1(C)C(=O)NC1CCC(C)CC1 (stereo unspecified) |
| 5.6% | CCOc1ccc(C2CC(c3c(O)n(C4CCCCC4)c(=O)[nH]c3=O)=Nc3ccccc3S2)cc1 (stereo unspecified) |
| 1.1% | O=C(OCc1ccccc1F)c1ccc(-c2nnn(Cc3ccccc3)n2)cc1 |
| -4.3% | COCCNC(=O)Cn1nc(C)c2c(C)n(-c3ccc(C)cc3)nc2c1=O |
| 0.9% | Cc1cccc(-c2nc(SCCCOc3cc(C)c(Cl)c(C)c3)n3[nH]c(=O)cc3n2)c1 |
| 1.4% | Cc1ccc(C)c(NC(=O)c2ccc3c(c2)CCN3S(=O)(=O)c2ccccc2)c1 |

Continued.
| Epigenetic derep | SMILES |
| --- | --- |
| 12.9% | COc1ccc(CNCc2c(C(=O)O)c(C)n(Cc3ccccc3C)c2C)cc1OC |
| 5.1% | CC1=C(C(=O)Nc2ccccc2)C(c2cccnc2)n2nc(SCc3ccccc3Cl)nc2N1 (stereo unspecified) |
| -0.1% | O=C(NC1(C(F)(F)F)NC(=O)N(CCc2ccccc2)C1=O)c1ccc(Cl)cc1 (stereo unspecified) |
| -1.6% | O=C(O)c1ccc(NS(=O)(=O)c2ccc(Cl)c(C(=O)Nc3ccccc3)c2)cc1 |
| 0.0% | Cc1nc2c(C(=O)NCCc3ccc(Cl)cc3)c[nH]n2c(=O)c1Cc1ccc(Cl)cc1 |
| -1.3% | CCOc1ccc(N(CC)S(=O)(=O)c2cc(Br)cc3c2N(C(C)=O)C(C)C3)cc1 (stereo unspecified) |
| 0.4% | CCc1nc2ccccc2n1CCCCOc1ccc(Cl)cc1 |
| 1.9% | CCCCCn1cc2c(c1-c1ccc(Cl)cc1)c(=O)n(C)c(=O)n2C |
| 2.7% | Cc1ccccc1CNC(=O)c1ccc2c(c1)N(Cc1ccccc1)CCS2 |
| 3.5% | COc1ccc(N2CCN(C(=O)CN3C(=O)COc4ccc(S(=O)(=O)N5CCC(C)CC5)cc43)CC2)cc1 |
| 1.1% | COc1cc(-c2nc3cccc(C)n3c2Nc2ccc3c(c2)OCCO3)ccc1O |
| ? | CCc1ccc(NC(=O)Cn2nc3c4ccccc4n(Cc4ccccc4)cc-3c2=O)cc1 |
| 0.2% | Cc1ccc(NC(=O)COc2ccc3oc4c(c3c2)CCCC4)cc1C |
| 3.3% | Cc1ccc(-c2nc3ncccc3o2)cc1NC(=O)c1cccc(OCC(C)C)c1 |
| -3.4% | CCNc1ccc(-c2nc(-c3ccco3)no2)cc1[N+](=O)[O-] |
| -0.8% | CCCc1cc(=O)oc2cc(C)c3c(C(C)(C)C)coc3c12 |
| 6.4% | COc1ccc(-n2nc(C(=O)N3CCN(c4cccc(C)c4C)CC3)c3c4ccccc4n(C)c3c2=O)cc1Cl |
| -1.1% | Cc1ccc(C)c(CN2C(=O)c3ccccc3S(=O)(=O)c3ccc(C(=O)NCCC4=CCCCC4)cc32)c1 |
| 7.5% | COc1cccc(/C=C/c2nc(C#N)c(N(C)Cc3ccccc3)o2)c1 |
| 1.1% | Cc1ccc2c(c1)-c1nc(-c3ccc(Cl)cc3)cc(-c3coc4ccccc4c3=O)c1CO2 |

Filtered by structure: the compounds so far with bromine.
| Epigenetic derep | SMILES |
| --- | --- |
| 0.0% | CCN1CCSc2ccc(C(=O)NCc3cccc(Br)c3)cc21 |
| -3.0% | COc1ccc(CCn2cc3c(c2-c2ccccc2Br)c(=O)n(C)c(=O)n3C)cc1OC |
| ? | O=C(Nc1cc(-c2nc3ccccc3o2)ccc1Cl)c1ccc(Br)o1 |
| -0.5% | O=C1C(Nc2ccccc2)=CC(c2ccc(Br)cc2)N1c1ccccc1 (stereo unspecified) |
| 1.7% | COc1ccc(NC(=O)C2CCC(CNS(=O)(=O)c3ccc(Br)s3)CC2)c(OC)c1 (stereo unspecified) |
| -1.9% | COc1ccc(-c2cc(C(=O)Oc3ccc(Br)cc3)c3ccccc3n2)cc1 |
| 7.9% | COc1ccc(C)cc1NC(=O)C1CCN(S(=O)(=O)c2cc(Br)cc3c2N(C(C)=O)CC3)CC1 |
| 3.5% | CCOc1ccccc1NC(=O)C(Cc1ccccc1)NS(=O)(=O)c1ccc(Br)s1 (stereo unspecified) |
| -1.3% | CCOc1ccc(N(CC)S(=O)(=O)c2cc(Br)cc3c2N(C(C)=O)C(C)C3)cc1 (stereo unspecified) |

Remaining list, next part
| Epigenetic derep | SMILES |
| --- | --- |
| -5.1% | O=[N+]([O-])c1cc(-c2nc(-c3cccnc3)no2)ccc1NCc1ccccc1 |
| 4.6% | CCOC(=O)N1CCC(NC(=O)c2cnn(-c3ccc(C)cc3)c2-n2cccc2)CC1 |
| -0.9% | O=C(NC1CCN(Cc2ccccc2)CC1)c1ccc(Cn2c(=O)c3ccccc3n(Cc3cccc(F)c3)c2=O)cc1 |
| -2.3% | CCc1ccc(S(=O)(=O)c2cn(Cc3ccccc3F)c3cc(OC)c(OC)cc3c2=O)cc1 |
| 1.0% | COC(=O)c1nc2n(n1)C(c1cc(OC)ccc1OC)C(C(=O)Nc1ccc(C)cc1C)=C(C)N2 (stereo unspecified) |
| -1.6% | CCOc1ccc(-n2nc3ccc(NC(=O)COc4ccccc4)cc3n2)cc1 |
| 3.6% | Cc1ccc(Nc2c3c(nc4nncn24)CCC3)c(C)c1 |

Some of the compounds tested (hit frequency here may not be typical).
